From PubChem
ERp5 block = inhibitors of human ERp5; inhibition, % at 9.99 µM; ERp5 insulin aggregation, absorbance 650 nm, 90 min; 350,000 tested, 0.05% active; Q15084;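 active means mean replicate inhibition above about 25%, with every replicate also reaching it, limit read from the data, passing the limit was not always enough; inconclusive means only one of those two criteria met; inactive means neither criterion met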
S100A4 MyoIIA = inhibitors of human S100A4 binding to myosin IIA peptide. P26447. S100A4/TAMRA-MyoIIA peptide fluorescence polarization. inhibition, % at 10.7 µM. 360,000 tested, 0.14% active;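 active means mean inhibition of at least 70% across replicates, with every replicate also reaching that level; inconclusive means mean inhibition reaches 70% but some replicates fall short; inactive means mean inhibition below 70%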
Target sequence (P26447 whole entry, looked up): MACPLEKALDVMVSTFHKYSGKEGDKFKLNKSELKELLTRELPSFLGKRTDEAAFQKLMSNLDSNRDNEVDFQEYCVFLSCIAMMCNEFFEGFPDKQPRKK
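assay system = human S100A4 monomer with TAMRA-labelled myosin IIA peptide | also added = labelled myosin peptide probe, 5 nM | incubation = 5 min between mix addition and reading | control set = DMSO and TFP controls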
SIRT5 inh = inhibitors of human sirtuin-5 desuccinylase. Q9NXA8. Purified SirT5, succinyl-peptide AMC, trypsin-coupled fluorescence. inhibition, % at 15 µM. 330,000 tested, 1.1% active. AID 652115; in the data active means inhibition above about 15%; inconclusive means no clear call, values can overlap the other calls
Target sequence (Q9NXA8 whole entry, looked up): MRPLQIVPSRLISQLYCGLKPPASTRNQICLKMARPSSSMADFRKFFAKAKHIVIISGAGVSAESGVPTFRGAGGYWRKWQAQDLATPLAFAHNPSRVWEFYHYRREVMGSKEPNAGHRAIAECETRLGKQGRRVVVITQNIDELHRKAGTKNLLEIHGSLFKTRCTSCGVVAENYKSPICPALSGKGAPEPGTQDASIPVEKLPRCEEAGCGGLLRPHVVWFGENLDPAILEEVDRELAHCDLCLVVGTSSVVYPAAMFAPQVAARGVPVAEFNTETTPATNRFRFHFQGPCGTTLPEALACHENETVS
E-selectin induc = induces E-selectin expression in human endothelial cells; P16581; HUVEC E-selectin immunofluorescence imaging; normalized: neutral wells 0, TNF-alpha wells 100; activation, % at 7.58 µM; 260,000 tested, 0.37% active;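 active means mean E-selectin-positive cell signal at least 10% of the positive control, reached in at least 60% of replicates, without over 20% cell loss; inconclusive means no rule given, readout overlaps actives, possibly toxicity-flagged; inactive means the rest, including those meeting only one limit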;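 further: in these data hits start at about 27%; measured in HUVEC primary endothelial cells; signal is the percent of cells scored E-selectin positive by PE staining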
Target sequence (P16581 whole entry, looked up): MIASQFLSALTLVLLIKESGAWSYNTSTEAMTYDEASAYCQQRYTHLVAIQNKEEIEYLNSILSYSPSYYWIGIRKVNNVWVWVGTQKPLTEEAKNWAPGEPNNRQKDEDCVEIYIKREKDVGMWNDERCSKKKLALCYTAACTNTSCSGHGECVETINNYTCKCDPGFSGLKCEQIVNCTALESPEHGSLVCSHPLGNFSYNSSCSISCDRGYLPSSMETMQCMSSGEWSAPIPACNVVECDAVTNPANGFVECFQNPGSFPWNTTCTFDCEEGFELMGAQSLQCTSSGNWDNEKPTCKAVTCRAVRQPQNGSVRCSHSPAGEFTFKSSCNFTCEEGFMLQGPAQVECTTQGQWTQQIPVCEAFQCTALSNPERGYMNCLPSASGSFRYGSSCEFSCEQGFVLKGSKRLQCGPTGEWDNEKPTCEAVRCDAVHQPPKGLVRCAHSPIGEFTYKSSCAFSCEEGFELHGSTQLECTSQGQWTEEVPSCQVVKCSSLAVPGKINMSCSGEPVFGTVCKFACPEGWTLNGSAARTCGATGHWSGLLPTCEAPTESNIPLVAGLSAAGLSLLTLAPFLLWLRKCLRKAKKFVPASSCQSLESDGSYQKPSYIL
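Assay system: HUVEC primary endothelial cells. Input: 3,000 HUVEC seeded per well. Doses: one compound dose added by pin transfer. Read-out basis: % PE-positive cells. Benchmarks: TNF-alpha high, DMSO low. Detection: immunofluorescence imaging. Buffer or medium: EGM-2, gelatin.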
C2C12 statin = protects C2C12 myotubes from simvastatin toxicity | ATP luminescence, 48 h; scaled: DMSO 0, geranylgeraniol control 100 | rescue of ATP level, % at 7.49 µM | 330,000 tested, 0.78% active;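 active means mean ATP rescue above about 67%, or every replicate alone reaching that limit, limit read from the data, passing the limit was not always enough; inconclusive means no clear call, values can overlap the other calls; inactive means mean under the limit and some replicate under it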;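 further: myotubes were challenged with 10 µM simvastatin during compound exposure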
DENV2 CPE rescue = inhibitors of DENV2 cytopathic effect | DENV2-infected cells, cytopathic effect rescue, plate reader | CPE inhibition, % at 9.99 µM | 350,000 tested, 1.7% active | AID 651640; in the data active means CPE inhibition above about 20%, passing the limit was not always enough; inconclusive means no clear call, values can overlap the other calls; tested in BHK-21 cells;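 further: 0% = median of neutral control wells and 100% = median of positive control wells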
PglD inh = blocks C. jejuni PglD acetyltransferase activity; AID 602405; purified PglD enzyme, DTNB colorimetric CoA detection; 360,000 tested, 0.098% active; inhibition, % at 12.5 µM; in the data active means inhibition above about 16%, passing the limit was not always enough; inconclusive means no clear call, values can overlap the other calls; further: strong numbers were not always called active
Active calls of the source: *; u = inconclusive; x = no result given; & = joins results of further samples.

SMILES	ERp5 block	S100A4 MyoIIA	SIRT5 inh	E-selectin induc	C2C12 statin	DENV2 CPE rescue	PglD inh
COc1ccc(C(=O)N2CCCCCC2)cc1OC1CCN(C(C)C)CC1	-5	-5	-5	-1.3	-6	-9	2
O=C(/C=C/c1cccs1)N1CCC2(CC1)Oc1ccc(Cl)cc1C(=O)C21CC(c2ccc(Cl)cc2)=NO1 (centres undefined)	x	x	x	0.0	4	x	-1
CC1=C/C(=C/N(C)C)C(=O)O1	3	0	2	-0.6	x	0	x
CC(C)NC(=O)Nc1ccc2c(c1)C(=O)N([C@H](C)CO)C[C@H](C)[C@H](CN(C)C(=O)Nc1ccc3c(c1)OCO3)O2	10	5	-5	0.0	-21	0	0
C[C@H](CO)N1C[C@H](C)[C@H](CN(C)C(=O)NC2CCCCC2)Oc2ccc(NS(=O)(=O)c3ccc(F)cc3)cc2CC1=O	-14	-18	0	0.3	8	-4	-9
O=C(NC1CCCC1)C(c1ccncc1)N(C(=O)Cc1cccs1)c1ccccc1 (centres undefined)	2	-3	-7	0.2	x	3	x
Cn1nnnc1SCC(=O)Nc1ncc(Cl)cc1Cl	-1	-2	3	2.6	-1	2	-1
CC1(Oc2ccccc2-c2ccno2)CCN(Cc2csc3ccccc23)C1 (centres undefined)	-7	-1	4	0.2	-24	u	2
CCOC(=O)c1cnc2c(ccc3ccccc32)c1Cl	-10	-5	-6	x	11	2	6
COC(=O)c1ccc(C2C(C(=O)Nc3ccc(C)cc3C)=C(C)Nc3ncnn32)cc1 (centres undefined)	-6	-2	0	0.9	-20	2	-4
COc1ccc(Nc2nnc(SCC(=O)N(CC(C)C)C3CCS(=O)(=O)C3)s2)cc1 (centres undefined)	5	-1	2	x	2	-2	x
CCCNC(=O)Nc1ccc2c(c1)OC[C@@H](C)N(C(=O)c1ccccc1F)C[C@@H](C)[C@H](OC)CN(C)C2=O	0	-3	1	-0.1	6	-7	2
CCCNC(=O)C1(C)CCN(C(=O)c2ccc(F)cc2Cl)C1 (centres undefined)	0	-7	0	x	3	-7	-1
O=C(Nc1cccc(F)c1)c1cc(-c2ccco2)nc2ccccc12	0	0	2	1.2	x	19	x
CCOc1ccccc1NC(C)C(=O)NC(=O)NC1CCCCC1 (centres undefined)	8	-6	0	x	9	3	-1
COc1ccc([C@@H]2C[C@H](c3ccccc3)Oc3cc(OC)c(OC)c(OC)c32)cc1	2	-1	x	0.1	-11	4	-5
C[C@@H]1CN([C@H](C)CO)C(=O)c2cc(NS(C)(=O)=O)ccc2O[C@@H](C)CCCCO[C@@H]1CN(C)C(=O)NC1CCCCC1	x	3	2	x	x	16	x
CNC(=O)C[C@H]1CC[C@H]2[C@@H](COC[C@@H](O)CN2C(=O)c2ccc3c(c2)OCO3)O1	-3	2	0	0.0	-2	-1	-3
CCN(c1ccccc1)S(=O)(=O)c1ccc(Cl)c(C(=O)N2CCCC2)c1	3	-2	-2	-0.5	-7	-3	2
COc1ccc(CCNS(=O)(=O)c2cccc([N+](=O)[O-])c2)cc1	2	5	-2	x	0	3	-1
CCN(C[C@H]1N[C@@](CC)(C(=O)OC)[C@H]2C(=O)N(Cc3ccccc3)C(=O)[C@@H]12)C(=O)c1ccc(C)cc1	1	4	-6	1.4	-1	16	-3
C[C@H](CO)N1C[C@H](C)[C@H](CN(C)C(=O)C2CCCCC2)Oc2cc(C3=CCCC3)ccc2S1(=O)=O	-3	11	1	0.0	-10	14	-1
COc1cccc(C2NC(=O)NC(C)=C2C(=O)Nc2ccc(C)cc2)c1OC (centres undefined)	-4	-3	2	x	2	13	3
COc1cc(C(C)=O)ccc1OCCCN1CCC(Cc2ccccc2)CC1	3	0	-17	0.0	-13	8	0
COc1ccc(-c2cnc3c(NC=O)cc(-c4ccoc4)cn23)cc1OC	-15	1	-1	-0.1	-142	-9	4
CC(=O)c1cccc(N(CC(=O)Nc2ccccc2C(=O)N2CCCC2)S(C)(=O)=O)c1	6	-3	5	0.5	x	-2	4
Cc1cc(C)c2cc(C#N)c(NCCCN)nc2c1	-6	-12	x	0.1	x	-3	x
O=C(Nc1ccc(F)cc1)N1C[C@H]2[C@@H](c3ccccc31)[C@@H](CO)N2C(=O)Cc1ccccc1	6	6	0	-0.6	-12	1	2
Cc1cc(C)cc(N2C(=O)CS(=O)(=O)C2c2ccccc2)c1 (centres undefined)	1	-5	0	x	x	3	0
COC(=O)C[C@H]1CC[C@@H]2[C@H](COc3ccc(NC(=O)Nc4c(C)noc4C)cc3C(=O)N2C)O1	4	1	-6	-0.1	7	-2	1

Some values from the list:
C2C12 statin with O=C(/C=C/c1cccs1)N1CCC2(CC1)Oc1ccc(Cl)cc1C(=O)C21CC(c2ccc(Cl)cc2)=NO1 (centres undefined) = 4
DENV2 CPE rescue with COc1ccc(C(=O)N2CCCCCC2)cc1OC1CCN(C(C)C)CC1 = -9

The listing picks up; the 3 compounds before the break are reprinted first.
SMILES	ERp5 block	S100A4 MyoIIA	SIRT5 inh	E-selectin induc	C2C12 statin	DENV2 CPE rescue	PglD inh
O=C(Nc1ccc(F)cc1)N1C[C@H]2[C@@H](c3ccccc31)[C@@H](CO)N2C(=O)Cc1ccccc1	6	6	0	-0.6	-12	1	2
Cc1cc(C)cc(N2C(=O)CS(=O)(=O)C2c2ccccc2)c1 (centres undefined)	1	-5	0	x	x	3	0
COC(=O)C[C@H]1CC[C@@H]2[C@H](COc3ccc(NC(=O)Nc4c(C)noc4C)cc3C(=O)N2C)O1	4	1	-6	-0.1	7	-2	1
CC(C)(C)OC(=O)C[C@H]1C/C=C\C[C@@H](CC(=O)N(CCO)Cc2ccccc2)C(=O)N[C@H](Cc2c[nH]c3ccccc23)COC1=O	2	-3	x	0.0	-11	5	-5
COc1ccccc1NC(=O)C1CCCN1C(=O)Nc1ccc(F)cc1 (centres undefined)	3	-1	-2	0.0	3	-1	-1
Cc1cc(-c2nnc3n2N=C(c2ccccc2)CS3)n[nH]1	6	-4	3	0.2	18	3	-3
CCN(CC)c1ccc(CNc2nc3ccccc3n2C)cc1	2	-7	-6	0.2	x	-2	x
CCOCCCn1c(SCC(=O)/C(C#N)=C(\C)N)nc2ccccc2c1=O	-5	-14	-3	x	x	-5	0
CC(C)N1CCN(Cc2ccc(-c3ccccc3Cl)o2)CC1CCO (centres undefined)	-3	4	-2	x	2	3	-2
O=C(Nc1ccc2c(c1)OCO2)N[C@@H]1CC[C@@H](CCNC(=O)C2CCCC2)O[C@H]1CO	2	90*	-1	0.0	-5	-9	7
O=C(c1ccc(Cl)cc1)N1CCCCC(Cl)C1=O (centres undefined)	3	1	-1	-0.2	x	1	x
CCN1[C@@H]2c3ccc(-c4ccccc4)c(=O)n3C[C@H]1[C@H](CO)[C@H]2C(=O)NCc1ccccc1	-2	-3	-11	-0.2	14	6	1
Cc1c(-c2cccc(NC(=O)c3cccs3)c2)nc2ncccn12	-2	-6	-77	1.0	x	3	x
O=C(NNc1c(Cl)cncc1Cl)c1sccc1Cl	4	-5	1	-0.1	1	-2	4
c1ccc(-c2csc3ncnc(N4CCN(Cc5ccc6c(c5)OCO6)CC4)c23)cc1	1	-17	-3	x	0	-3	-6
CC1(C)CC(O)CC(C)(C)N1CC(O)COCc1ccccc1 (centres undefined)	4	1	-4	x	-2	-2	0
C=CCNC(=O)NC(=O)CN1C(=O)NC(c2ccccc2)(c2ccccc2)C1=O	0	-4	0	x	-1	-3	-5
CCCNC(=O)Nc1ccc2c(c1)OC[C@@H](C)N(Cc1cccnc1)C[C@@H](C)[C@@H](OC)CN(C)C2=O	5	-25	-2	-0.2	8	4	-1
COc1ccccc1NC(=O)c1sc(NC(=O)c2ccco2)c(C#N)c1C	2	3	-1	x	-18	-4	x
CCOc1cccc(NC(=O)c2cnccc2C(F)(F)F)c1	-2	0	-2	-0.1	x	11	0
COc1ccccc1N1CCN(C2CCCN(C(=O)c3cc(C4CC4)on3)C2)CC1 (centres undefined)	-12	1	-5	x	-1	0	-3
Cc1ccc(C=NNc2ccc([N+](=O)[O-])cn2)cc1	0	-5	x	x	x	2	x
C=CCOc1ccc(Br)cc1/C=C1/SC(=Nc2ccc(C(=O)O)cc2)NC1=O	-7	2	-1	0.5	x	-3	x
Cc1cc(C)c(NC(=O)CNC(=O)COC(=O)Cc2ccccc2C)c(C)c1	-2	3	-6	9.4	-3	3	2
Cc1cc2nc(-c3ccc(Cl)cc3)c(Cc3ccsc3)n2c(C)c1Br	4	-8	-3	0.1	x	9	x
Cc1ccc2nc(CCCc3nc4ccc(C)cc4[nH]3)[nH]c2c1	1	-2	0	x	3	12	-7
O=C(c1ccccc1)N1CCN(CCc2ccccn2)CC1	-2	-4	2	x	3	-2	2
C/C=C/c1ccc([C@H]2[C@@H](CO)N3C(=O)CN(C(=O)Nc4ccc(F)cc4)C[C@@H]23)cc1	1	4	-1	0.0	x	-9	x
Cc1cc2nc(-c3ccc(Cl)cc3)c(CC(C)(C)C)n2c(C)c1Br	5	29	-5	9.5	0	-2	-4
CCN(Cc1ccccc1)c1ccc(/C=N/NS(=O)(=O)c2ccc(C)c([N+](=O)[O-])c2)cc1	3	-5	1	-0.1	x	8	x
CCC1(c2ccccc2)NC(=O)N(CC(=O)NCc2ccc(OC)cc2)C1=O (centres undefined)	6	-2	-12	x	5	10	4
CCOC(=O)C1CCN(c2c(NCCN3CCN(c4ccccc4)CC3)c(=O)c2=O)CC1	-2	-2	0	-0.1	-4	7	7
NC(=O)COC(=O)CC(c1ccccc1)c1ccccc1	-1	3	0	-0.6	x	1	x
Cc1ccc2cc(CN(Cc3ccc(F)cc3)Cc3nnnn3C3CCCC3)c(=O)[nH]c2c1	8	-2	29*	x	18	1	2
O=C(COC(=O)c1cc2ccccc2oc1=O)Nc1ccc(F)cc1F	12	-1	-1	x	-1	-1	5
Cc1cc(C(=O)Nc2cccc3c2O[C@H](CN(C)CC2CCCCC2)[C@H](C)CN([C@H](C)CO)C3=O)n(C)n1	-3	3	4	-0.7	1	-3	3
O=C(O)CCCc1c(-[n+]2ccccc2)[nH]c2ccccc12	-2	-2	-1	x	x	6	x
CCOC(=O)C1=C(C)N(CCCC(=O)O)C(=O)NC1c1ccc(Cl)cc1 (centres undefined)	-1	5	0	-0.1	16	u	-2
CCCc1ccc(OCc2ccc(C(=O)N3CCCC3)o2)cc1	-5	-2	0	x	-23	5	5
O=C(NCCO)c1nc(C(=O)c2ccc(Cl)cc2)c2ccccc2n1	-2	2	x	0.2	-7	x	3
COc1cccc(NC(=O)CSc2nccn(-c3ccc4c(c3)OCCO4)c2=O)c1	3	-3	5	2.3	4	-7	2
C/C=C/c1ccc2c(c1)O[C@H](CN(C)C(=O)CN1CCOCC1)[C@@H](C)CN([C@@H](C)CO)S2(=O)=O	0	-10	1	-0.1	-23	-9	-3
O=C(Nc1ccon1)c1csc2c1CCCC2	-7	-2	1	x	-4	5	1
C[C@@H]1CN([C@@H](C)CO)C(=O)CCCn2cc(nn2)CO[C@H]1CN(C)C(=O)C1CCCCC1	-1&-1	13&5	-3&-1	-0.2&0.0	0	2&-3	-1
COCC(COS(N)(=O)=O)Cc1ccccc1 (centres undefined)	3	9	x	-0.1	3	-1	-4
COc1ccc(C(=O)C2CCCN(Cc3c(O)cccc3OC)C2)cc1OC (centres undefined)	2	-4	-1	x	3	-4	-1
Cc1ccc(C)c(OCC(=O)N/N=C\c2cccn2C)c1	3	-9	7	x	x	9	x

The list is partial, so the mix of outcomes need not match the whole.
